Platelet DG rel – platelet dense granule release activity; AID 1663; inhibition, %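 (compounds screened at 7.5 µM in platelet-rich plasma)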; hit rate 0.22% among 300,000; human platelet-rich plasma, SFLLRN dense granule ATP release, luminescence;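 active = mean replicate score, as percent of positive control, at or above 50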
HIF act – HIF pathway transcriptional activation. activation, % at 7.5 µM (by protocol). hit rate 0.32% among 300,000. U2OS HRE-luciferase reporter, luminescence; normalized: DMSO 0%, desferrioxamine 100%;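 active = mean activation of at least 10% of the iron chelator positive control signal, with at least half of replicates also reaching 10%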
IEC-6 cytotox – kills IEC-6 intestinal cells in KLF5 counter-screen. IEC-6 cytotoxicity, luminescence viability. inhibition, % at 5 µM. hit rate 0.78% among 290,000; in the data active = inhibition above about 22%;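 also: 0% = plate median of test compound wells and 100% = cytotoxic reference compound wells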
HSF1 inh – HSF1 inhibition. NIH3T3-HGL HSE-luciferase, MG132-induced, luminescence 8 h; hits give low values. activity change, negative = inhibition, % at 7.5 µM (by protocol). hit rate 0.77% among 300,000. AID 2098;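 active = more than half of replicate wells show activity change below -50%, luminescence cut by over half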;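 also: luciferase reports HSF-1 transcriptional activity via heat shock element; 0% = median of DMSO wells and -100% = zero luminescence signal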
HSF-1 act – increases HSF-1 driven luciferase reporter signal; NIH3T3-HGL HSF-1 luciferase reporter, MG132, 8 h; 100% = twice DMSO control signal; activation, % at 9 µM; hit rate 1.7% among 300,000; AID 504408;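 active = mean replicate activation of at least 50% with a set share of replicates each reaching 50%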;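 also: 0% = median of the neutral control wells and 100% = twice that signal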
KLF5 inh – kruppel-like factor 5 inhibition; hit rate 0.23% among 290,000; inhibition, % at 5 µM; DLD-1 KLF5 promoter-luciferase reporter, luminescence;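 active = inhibition above a per-plate limit of that plate's mean compound inhibition plus 3 SD, cut at about 60% in these data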;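 also: 0% = DMSO wells and 100% = LY294002 at 200 µM; higher means less KLF5 promoter-driven luciferase light; inactives centre near -14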
HSP90 refold inh – inhibitors of HSP90 luciferase refolding in rabbit reticulocyte lysate. luciferase refolding luminescence, 3 h. inhibition, % at 5.6 µM. hit rate 0.91% among 290,000;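 active = inhibition above the screen-wide mean plus 3 SD, computed separately per campaign, cut at about 16% in these data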;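 also: 0% = DMSO wells and 100% = 60 µM geldanamycin wells; inhibitors lower the luminescence because luciferase stays unfolded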
HDAC3 inh – human HDAC3 inhibition. O15379. recombinant HDAC3, fluorogenic peptide/trypsin coupled, fluorescence. inhibition, % at 8.3 µM. hit rate 0.15% among 320,000. AID 2718; in the data active = inhibition above about 26%, passing the limit was not always enough
Target sequence (O15379 whole entry, looked up): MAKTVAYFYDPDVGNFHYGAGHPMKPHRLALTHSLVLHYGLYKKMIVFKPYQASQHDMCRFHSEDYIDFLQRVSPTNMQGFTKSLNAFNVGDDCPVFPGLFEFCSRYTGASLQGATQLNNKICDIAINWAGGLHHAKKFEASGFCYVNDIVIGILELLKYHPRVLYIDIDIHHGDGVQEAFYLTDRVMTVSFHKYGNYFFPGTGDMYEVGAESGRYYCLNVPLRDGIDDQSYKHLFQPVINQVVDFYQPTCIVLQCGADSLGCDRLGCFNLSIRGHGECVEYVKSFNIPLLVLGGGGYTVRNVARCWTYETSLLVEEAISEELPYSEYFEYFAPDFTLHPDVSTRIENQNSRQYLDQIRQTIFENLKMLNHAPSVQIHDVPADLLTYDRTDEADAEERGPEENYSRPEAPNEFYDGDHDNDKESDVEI
AI-2 QS modul – Vibrio harveyi AI-2 quorum sensing modulation; activity change, % at 7.5 µM; Vibrio harveyi JMH597 AI-2 luminescence/OD600 ratio, 9 h; hits give low values; strain lacks LuxN and CqsS sensors; 0 = neutral-control median; hit rate 0.4% among 300,000; in the data active = activity change below about -75%, passing the limit was not always enough;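 also: luminescence divided by OD600 gain over 9 h not by final OD600 alone; inactives centre near 13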
aSyn UTR inh – 5' untranslated region of α-synuclein, MLPCN primary screen; alpha-synuclein 5'UTR reporter, inhibitor activity; inhibition, % (tested at 7.5 µM); hit rate 0.82% among 300,000; in the data active = inhibition above about 60%;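 also: H4 neuroglioblastoma cells stably carrying SNCA 5'UTR luciferase fusion; 0% = DMSO wells and 100% = positive control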
Numbers without * were called inactive.

For CCOC(=O)N1CCC(NC(=S)Nc2ccc3nc(N4CCN(C)CC4)cc(C)c3c2)CC1 the results were Platelet DG rel 7, HIF act -0.3, IEC-6 cytotox 8, HSF1 inh 2, HSF-1 act -5, KLF5 inh -27, HSP90 refold inh 3, HDAC3 inh -1, AI-2 QS modul 8 and aSyn UTR inh 13.
For CCC(C)N(C(=O)COC(=O)c1nc(Cl)ccc1Cl)C1CCS(=O)(=O)C1 (stereo not drawn) the results were Platelet DG rel 3, HIF act -1.6, HSF1 inh -11, HSF-1 act -5, HDAC3 inh 0, AI-2 QS modul -2 and aSyn UTR inh 1.
COc1ccc(N2CC(C(=O)N[C@@H](C)C(=O)NCCc3ccccc3)CC2=O)cc1 (stereo partly drawn) was read as Platelet DG rel 5, HIF act -0.2, IEC-6 cytotox -5, HSF1 inh -3, HSF-1 act 3, KLF5 inh -16, HSP90 refold inh -5, HDAC3 inh -3, AI-2 QS modul 22 and aSyn UTR inh 13.
For COc1ccc2nc(N3C(=O)CC(Cc4ccc(Cl)cc4)C3=O)sc2c1 (stereo not drawn) the results were Platelet DG rel -7, HIF act 0.2, IEC-6 cytotox -5, HSF1 inh 10, HSF-1 act 36, KLF5 inh -7, HSP90 refold inh -2, HDAC3 inh 3, AI-2 QS modul 4 and aSyn UTR inh -39.
`COc1ccc(CCN2C(=NC(=O)C(C)C)SC3CS(=O)(=O)CC32)cc1` (stereo not drawn) gave Platelet DG rel 6, HIF act -0.5, IEC-6 cytotox -4, HSF1 inh 0, HSF-1 act 14, KLF5 inh -7, HSP90 refold inh 9, HDAC3 inh -9, AI-2 QS modul 28 and aSyn UTR inh 2.
Screening O=c1[nH]n(-c2ccc(Cl)cc2)c(=O)c(Cl)c1Cl returned Platelet DG rel 1, HIF act -0.1, IEC-6 cytotox 4, HSF1 inh 1, HSF-1 act -9, KLF5 inh -12, HSP90 refold inh 1, HDAC3 inh 1, AI-2 QS modul 41 and aSyn UTR inh -9.
O=C(Nc1nnc(-c2ccccc2F)s1)c1cccnc1 was read as Platelet DG rel -1, HIF act 0.4, IEC-6 cytotox -4, HSF1 inh 11, HSF-1 act 26, KLF5 inh -30, HSP90 refold inh 0, HDAC3 inh 4, AI-2 QS modul 23 and aSyn UTR inh -116.
For Cc1nn(CC(=O)N2CCC(N3CCCCC3)CC2)c(=O)c2c1sc1ccccc12 the results were Platelet DG rel -3, HIF act -0.3, IEC-6 cytotox -7, HSF1 inh -9, HSF-1 act -7, KLF5 inh -13, HSP90 refold inh -6, HDAC3 inh -7, AI-2 QS modul 11 and aSyn UTR inh 4.
`CCN(CC(=O)NCc1ccc(F)cc1)C(=O)c1cc2ccccc2o1` gave Platelet DG rel 9, HIF act 0.5, IEC-6 cytotox -2, HSF1 inh 3, HSF-1 act 9, KLF5 inh -3, HSP90 refold inh -3, HDAC3 inh -1 and aSyn UTR inh 7.
Screening O=C(Nn1cnc2ccccc2c1=O)c1ccc(Cl)c([N+](=O)[O-])c1 returned Platelet DG rel -5, HIF act 1.1, IEC-6 cytotox -5, HSF1 inh -10, HSF-1 act -18, KLF5 inh -40, HSP90 refold inh 0, HDAC3 inh -1, AI-2 QS modul -48 and aSyn UTR inh -21.
For COc1ccc(C2=NN(CC(=O)Nc3ccccc3C)C(=O)CC2)cc1 the results were Platelet DG rel 1, HIF act 0.9, IEC-6 cytotox 2, HSF1 inh 2, HSF-1 act 15, KLF5 inh 9, HSP90 refold inh -1, HDAC3 inh 7, AI-2 QS modul 23 and aSyn UTR inh -8.
`COC(=O)COc1ccc(-n2cnnn2)cc1` gave Platelet DG rel -1, HIF act -0.3, IEC-6 cytotox 2, HSF1 inh -13, HSF-1 act -35, KLF5 inh -11, HSP90 refold inh 0, HDAC3 inh -1, AI-2 QS modul 16 and aSyn UTR inh -10.
O=C1COc2ccc(C(=O)COC(=O)C3CCN(S(=O)(=O)c4cccs4)CC3)cc2N1 was read as Platelet DG rel 0, HIF act -0.4, IEC-6 cytotox 6, HSF1 inh 0, HSF-1 act 10, KLF5 inh 8, HSP90 refold inh -2, HDAC3 inh -5, AI-2 QS modul 7 and aSyn UTR inh -11.
For CCOC(=O)C1C(c2ccccc2)NC(=S)NC1(C)O (stereo not drawn) the results were Platelet DG rel 3, HIF act 0.2, IEC-6 cytotox -2, HSF1 inh -4, HSF-1 act -1, KLF5 inh 7, HSP90 refold inh 0, HDAC3 inh 3, AI-2 QS modul -5 and aSyn UTR inh 24.
O=C(CSc1ncccc1C(=O)O)NC1CCCCC1 was read as Platelet DG rel -2, HIF act -0.1, IEC-6 cytotox 0, HSF1 inh -4, HSF-1 act 2, KLF5 inh -28, HSP90 refold inh -7, HDAC3 inh 0, AI-2 QS modul 34 and aSyn UTR inh -35.
For CC(=O)N1C(=O)N(C(C)=O)C2C1N(C(C)=O)C(=O)N2C(C)=O (stereo not drawn) the results were Platelet DG rel -1, HIF act -0.3, IEC-6 cytotox -12, HSF1 inh -6, HSF-1 act 6, KLF5 inh -20, HSP90 refold inh 2, HDAC3 inh 5, AI-2 QS modul 11 and aSyn UTR inh -11.
COC(=O)c1ccc(C)c(NC(=O)C2COc3ccccc3O2)c1 (stereo not drawn) was read as Platelet DG rel 0, HIF act -0.5, IEC-6 cytotox 0, HSF1 inh 4, HSF-1 act -17, KLF5 inh -9, HSP90 refold inh 2, HDAC3 inh 0, AI-2 QS modul -10 and aSyn UTR inh 28.
Screening Cc1cc(C)cc(NC(=O)Nc2cccnc2)c1 returned Platelet DG rel -1, HIF act 0.7, IEC-6 cytotox 0, HSF1 inh 3, HSF-1 act 10, KLF5 inh -32, HSP90 refold inh 0, HDAC3 inh 0, AI-2 QS modul 12 and aSyn UTR inh -53.
Screening CCN(CC)C(=O)N1c2ccccc2C=Cc2ccccc21 returned Platelet DG rel 4, HIF act -0.5, IEC-6 cytotox 0, HSF1 inh 8, HSF-1 act -8, KLF5 inh 27, HSP90 refold inh 3, HDAC3 inh 3, AI-2 QS modul -1 and aSyn UTR inh -101.
Screening COc1ccc(CNCc2cccc(Oc3ccccc3)c2)cc1 returned Platelet DG rel -33, HIF act -0.5, IEC-6 cytotox 6, HSF1 inh -2, HSF-1 act -2, KLF5 inh -17, HSP90 refold inh 2, HDAC3 inh -3, AI-2 QS modul -14 and aSyn UTR inh 25.
`CN(CC(=O)Nc1ccc(F)cc1)C(=O)COC(=O)CNC(=O)c1ccc(Cl)cc1Cl` gave Platelet DG rel 6, HIF act -0.9, HSF1 inh 0, HSF-1 act 11, HDAC3 inh -1, AI-2 QS modul 23 and aSyn UTR inh 6.
For O=C(NNC(=O)c1ccccc1O)c1ccc(NS(=O)(=O)c2ccc(F)c(F)c2)cc1 the results were HIF act -0.3, HSF1 inh -6, HSF-1 act 5, HDAC3 inh 5, AI-2 QS modul 9 and aSyn UTR inh 6.
O=C(O)c1cccc(NC(=O)c2cccc(S(=O)(=O)N3CCc4ccccc43)c2)c1 was read as Platelet DG rel -5, HIF act 0.3, IEC-6 cytotox 0, HSF1 inh 8, HSF-1 act 31, KLF5 inh 0, HSP90 refold inh 0, HDAC3 inh 2, AI-2 QS modul 12 and aSyn UTR inh -2.
For COC(=O)CN(c1ccc(F)cc1)S(=O)(=O)c1ccccc1 the results were HIF act 1.5, IEC-6 cytotox -3, HSF1 inh 0, HSF-1 act 11, KLF5 inh -54, HSP90 refold inh 4, HDAC3 inh -12, AI-2 QS modul 10 and aSyn UTR inh 4.

Entries from the list above that have a COOH group (two):
O=C(CSc1ncccc1C(=O)O)NC1CCCCC1 was read as Platelet DG rel -2, HIF act -0.1, IEC-6 cytotox 0, HSF1 inh -4, HSF-1 act 2, KLF5 inh -28, HSP90 refold inh -7, HDAC3 inh 0, AI-2 QS modul 34 and aSyn UTR inh -35.
O=C(O)c1cccc(NC(=O)c2cccc(S(=O)(=O)N3CCc4ccccc43)c2)c1 was read as Platelet DG rel -5, HIF act 0.3, IEC-6 cytotox 0, HSF1 inh 8, HSF-1 act 31, KLF5 inh 0, HSP90 refold inh 0, HDAC3 inh 2, AI-2 QS modul 12 and aSyn UTR inh -2.

Carrying on.
Screening COC(=O)C1=C(C)NC(=O)C1(Nc1nccs1)C(F)(F)F (stereo not drawn) returned Platelet DG rel 4, HIF act -0.7, IEC-6 cytotox -3, HSF1 inh -7, HSF-1 act 1, KLF5 inh -2, HSP90 refold inh 2, HDAC3 inh -3, AI-2 QS modul 12 and aSyn UTR inh 0.
`CCO[C@@H]1OC(C(=O)O)=C[C@H](c2ccc(Br)cc2)[C@H]1CCCO` gave Platelet DG rel 9, HIF act -0.1, IEC-6 cytotox -1, HSF1 inh -5, HSF-1 act 5, KLF5 inh -14, HSP90 refold inh 4, HDAC3 inh 41*, AI-2 QS modul 11 and aSyn UTR inh -4.
CC(=O)C1=C(O)C(=O)N(c2ccc(Br)cc2)C1c1cccc([N+](=O)[O-])c1 (stereo not drawn) was read as Platelet DG rel 8, HIF act -1.2, IEC-6 cytotox -7, HSF1 inh -4, HSF-1 act -4, KLF5 inh 5, HSP90 refold inh -7, HDAC3 inh -5, AI-2 QS modul 19 and aSyn UTR inh -7.
COc1cc(NS(=O)(=O)c2ccc(NC(=O)COc3ccc(C)cc3)cc2)nc(OC)n1 was read as Platelet DG rel -2, HIF act -0.6, IEC-6 cytotox -2, HSF1 inh 0, HSF-1 act 15, KLF5 inh -21, HSP90 refold inh 3, HDAC3 inh -5, AI-2 QS modul -17 and aSyn UTR inh -7.
`NC(N)=N/N=C/c1ccc(OS(=O)(=O)c2ccccc2)cc1` gave Platelet DG rel -1, HIF act 0.8, IEC-6 cytotox 3, HSF1 inh 1, HSF-1 act -6, KLF5 inh -49, HSP90 refold inh 6, HDAC3 inh 3, AI-2 QS modul 34 and aSyn UTR inh -21.
For O=c1[nH]c(C2CCCN(S(=O)(=O)c3ccccc3)C2)nc2c1nnn2Cc1ccc(OC(F)(F)F)cc1 (stereo not drawn) the results were Platelet DG rel -7, HIF act 0.4, IEC-6 cytotox -2, HSF1 inh -7, HSF-1 act -16, KLF5 inh -2, HSP90 refold inh 1, HDAC3 inh -9, AI-2 QS modul 16 and aSyn UTR inh -5.
For Cc1ccc(-c2nnc(CCC(=O)NCC3C4CC5CC(C4)CC3C5)o2)s1 (stereo not drawn) the results were Platelet DG rel 1, HIF act 2.8, IEC-6 cytotox 4, HSF1 inh 36, HSF-1 act 35, KLF5 inh -26, HSP90 refold inh -3, HDAC3 inh 3, AI-2 QS modul -12 and aSyn UTR inh -170.
`CC(C)(C)C(=O)NCCN1CCN(C(=O)C(C)(C)C)CC1` gave Platelet DG rel 1, HIF act -0.6, IEC-6 cytotox -4, HSF1 inh -3, HSF-1 act 3, KLF5 inh -9, HSP90 refold inh 2, HDAC3 inh -1, AI-2 QS modul 3 and aSyn UTR inh 0.
`O=C1/C(=C/c2ccncc2)CCc2ccccc21` gave Platelet DG rel 39, HIF act 0.6, IEC-6 cytotox 2, HSF1 inh 0, HSF-1 act 19, KLF5 inh -20, HSP90 refold inh -3, HDAC3 inh -2, AI-2 QS modul 17 and aSyn UTR inh -17.
Screening COc1ccc(C(=O)NC(=S)N2CCNC(=O)C2)cc1Br returned Platelet DG rel -28, HIF act -0.2, IEC-6 cytotox -6, HSF1 inh -17, HSF-1 act -14, KLF5 inh -10, HSP90 refold inh 1, HDAC3 inh 8, AI-2 QS modul 40 and aSyn UTR inh 28.

Compound activity deposited in PubChem by several laboratories.
